Screens as filed in PubChem BioAssay.
OXTR ag – human OXTR agonism | P30559 | CHO-OTR cells, Fluo-8 calcium fluorescence; normalized: DMSO 0%, oxytocin 100% | activation, % at 3 µM | 320,000 compounds, 0.32% hits;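 active means activation above the mean of all tested compounds plus 3 SD, cutoff set per screening run, cut at about 20% in these data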;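 further: peak over basal fluorescence ratio from a 100 s FLIPR kinetic read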
Target sequence (P30559 whole entry, looked up): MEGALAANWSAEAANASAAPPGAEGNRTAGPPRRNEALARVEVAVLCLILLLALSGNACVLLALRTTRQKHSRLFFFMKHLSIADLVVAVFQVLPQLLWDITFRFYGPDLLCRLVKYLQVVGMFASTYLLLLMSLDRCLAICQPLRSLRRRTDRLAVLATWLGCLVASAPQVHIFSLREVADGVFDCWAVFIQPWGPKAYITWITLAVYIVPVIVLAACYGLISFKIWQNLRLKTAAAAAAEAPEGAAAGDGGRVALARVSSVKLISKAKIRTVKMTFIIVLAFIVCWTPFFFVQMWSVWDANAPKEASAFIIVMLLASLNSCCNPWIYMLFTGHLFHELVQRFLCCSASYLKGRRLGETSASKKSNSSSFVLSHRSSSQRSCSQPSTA
GPR7 antagonist – human neuropeptides B/W receptor 1 antagonism; AID 1861; 290,000 compounds, 1.1% hits; P48145; inhibition, % at 4.4 µM; GPR7-expressing cells, fluorescence antagonist assay; in the data active means inhibition above about 16%, passing the limit was not always enough;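 further: cells stimulated with the agonist NPW; 0% = agonist with vehicle and 100% = vehicle without agonist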
Target sequence (P48145 whole entry, looked up): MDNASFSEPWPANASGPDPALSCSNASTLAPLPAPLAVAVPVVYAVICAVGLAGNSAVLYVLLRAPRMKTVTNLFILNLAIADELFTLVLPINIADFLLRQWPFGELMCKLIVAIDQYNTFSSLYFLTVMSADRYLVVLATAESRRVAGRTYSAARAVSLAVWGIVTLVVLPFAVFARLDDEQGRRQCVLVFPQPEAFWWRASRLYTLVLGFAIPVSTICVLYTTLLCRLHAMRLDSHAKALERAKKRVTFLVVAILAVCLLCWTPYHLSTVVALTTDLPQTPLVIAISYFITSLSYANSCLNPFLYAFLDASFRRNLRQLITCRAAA
CHO-K1 Ca PAM – counter-screen for M1 PAMs: effect in parental CHO-K1 cells | ATP EC20, Fluo-8 calcium fluorescence; 0% at ATP EC20, 100% at ATP max | activation, % at 3 µM | 360,000 compounds, 0.02% hits;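 active means activation above the run cutoff, the mean activation of all test compounds plus 3 SD, cut at about 40% in these data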;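 further: peak over basal fluorescence ratio in a 140 s read after ATP addition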
OXTR potentiate – human OXTR potentiation; P30559; CHO-OTR cells, Fluo-8 calcium fluorescence, potentiator mode; 0% = oxytocin EC15, 100% = EC100; activation, % at 3 µM; 320,000 compounds, 0.061% hits;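 active means activation above that plate's cutoff, the mean activation of tested compounds plus 3 SD, cut at about 6.6% in these data, passing the limit was not always enough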;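 further: 100% uses oxytocin at 75 nM as the full agonist control; some results filed as inactive read as strong as hits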
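Assay system: CHO-OTR cells, human receptor / Also added: oxytocin at about EC15, sub-maximal agonist stimulus / Dosing: single dose, 3.0 µM nominal final compound concentration / Incubation: 6 min pre-incubation, 100 s read / Technique: Fluo-8 calcium dye fluorescence / Read-out: % activation vs EC15 and EC100 oxytocin / Benchmarks: EC15 oxytocin low, 75 nM oxytocin high / Replicates: singlicate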
TAAR1 antagonist – human TAAR1 antagonism; Q96RJ0; CHO RD-HGA16 TAAR1, Fluo-8 calcium fluorescence, antagonist; inhibition, % at 3 µM; 360,000 compounds, 1.5% hits;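 active means inhibition above a per-plate cutoff, the mean inhibition of test compounds on that plate plus 3 SD, cut at about 49% in these data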;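 further: 0% = DMSO plus EC80 beta-PEA response and 100% = DMSO alone without agonist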
Target sequence (Q96RJ0 whole entry, looked up): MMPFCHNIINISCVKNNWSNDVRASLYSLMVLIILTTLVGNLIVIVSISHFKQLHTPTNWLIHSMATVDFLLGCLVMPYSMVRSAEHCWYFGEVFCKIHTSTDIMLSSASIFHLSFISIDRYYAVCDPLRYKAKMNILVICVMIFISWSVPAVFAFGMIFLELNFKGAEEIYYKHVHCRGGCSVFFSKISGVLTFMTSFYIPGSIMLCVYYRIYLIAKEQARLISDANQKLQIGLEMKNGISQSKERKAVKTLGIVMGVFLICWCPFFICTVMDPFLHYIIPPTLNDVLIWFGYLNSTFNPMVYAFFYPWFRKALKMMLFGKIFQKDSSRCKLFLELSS
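test system = CHO RD-HGA16 cells bearing hTAAR1 | replication = singlicate | controls = DMSO-only wells and EC80 β-PEA-stimulated wells | reagent = EC80 β-phenethylamine stimulus | read-out basis = percent inhibition of PEA-evoked calcium signal, max/basal emission ratio | schedule = seeding 17-24 h prior, 75-min 37 °C, 30-min RT dye loading | signal = kinetic Fluo-8 calcium fluorescence measurement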
CHO parental Ca – counter-screen: ATP calcium response change in parental CHO cells. parental CHO-K1, ATP-induced calcium, Fluo-8 fluorescence. inhibition, % at 5.6 µM. 330,000 compounds, 0.63% hits. AID 463079;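 active means inhibition above that plate's mean sample inhibition plus 3 SD, cut at about 26% in these data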;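 further: 0% = ATP-challenged DMSO wells and 100% = DMSO wells without ATP; some compounds past the cut are filed as inactive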
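material = parental CHO cells | also added = ATP as calcium-mobilizing challenge | dosing = single point at 5.6 µM | detection = intracellular calcium via Fluo-8 no-wash fluorescent dye | read-out = % inhibition | benchmarks = low control ATP plus DMSO, high control DMSO only | repeats = one well per compound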
M1 ag parental – nonselective activator or artifact in parental CHO-K1 cells; Fluo-8 calcium fluorescence; scaled to maximal ATP response, vehicle zero; activation, % at 3 µM; 360,000 compounds, 0.48% hits; in the data active means activation above about 15%;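 further: untransfected CHO-K1 host cells lacking M1 receptor as counterscreen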
CHO-K1 Ca antag – counter-screen for M1 antagonists: effect in parental CHO-K1 cells; 360,000 compounds, 0.6% hits; AID 602250; ATP-induced calcium, Fluo-8 fluorescence; inhibition, % at 3 µM;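 active means inhibition above a per-plate cutoff, the plate's mean sample inhibition plus 3 SD, cut at about 24% in these data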;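 further: 0% = DMSO plus EC80 ATP and 100% = DMSO alone without ATP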
V1R ag counter – V1a receptor agonism, counter-screen for OXTR agonists | P37288 | CHO-V1R cells, Fluo-8 calcium fluorescence, agonist mode; 0% DMSO, 100% 3 nM vasopressin | activation, % at 3 µM | 320,000 compounds, 0.25% hits;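 active means activation above the mean activation of all tested compounds plus 3 SD, per screening run, cut at about 20% in these data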;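 further: signal is peak over basal fluorescence ratio across a 100 second FLIPR read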
Numbers without * were called inactive; . = no result given.

SMILES	OXTR ag	GPR7 antagonist	CHO-K1 Ca PAM	OXTR potentiate	TAAR1 antagonist	CHO parental Ca	M1 ag parental	CHO-K1 Ca antag	V1R ag counter
CCOc1ccc(OCC)c(NC(=O)C2CCN(c3nn4c(=O)cc(C)nc4s3)CC2)c1	-2.6	-7	25	-3	.	-27	-0.4	-15	-1.6
CCN1CCN(c2ncnc3c2cnn3-c2ccccc2)CC1	0.8	-4	16	-2	9	-4	1.2	5	2.1
CCOC(=O)C1CCN(c2nc(N)c3c(N)nc(SCC(=O)O)cc3c2C#N)CC1	.	-3	17	.	-2	.	1.2	-9	.
O=C(NCCc1ccccc1)C(=O)NCC1CCNCC1	-0.4	-20	.	-5	.	-6	.	.	0.1
O=C(Cn1cccc1C(=O)c1ccccc1)NCc1ccccc1	-2.3	-3	10	-11	5	-20	0.0	-6	-1.5
Cc1c2c(=O)n(-c3nc4ccccc4s3)nc-2cc(O)n1Cc1ccccc1	.	-2	-11	.	.	.	-1.0	6	.
COC(=O)c1cc(NC(=O)c2cc(-c3ccc(Cl)cc3)oc2C(F)(F)F)ccc1N1CCOCC1	-1.1	-5	10	-8	-10	-2	2.8	-9	-1.7
Cc1ccc(S(=O)(=O)N2CCN(CC(=O)N/N=C\c3cccnc3)CC2)cc1	-1.7	-5	30	-5	-20	-24	0.3	-11	-0.1
OC(c1ccc(F)c(F)c1)c1ncc(-c2cccc(C(F)(F)F)c2)[nH]1 (stereo not drawn)	.	.	10	.	6	.	5.8	-4	.
O=C(O)CC(CNS(=O)(=O)c1cccc2nsnc12)c1ccccc1 (stereo not drawn)	1.1	-1	-16	-2	5	5	-0.5	14	1.4
CC(C)OCCCNc1nc(Cl)nc2c1cnn2C	.	.	9	.	5	.	0.1	-13	.
Cc1nn(C)cc1C(C(=O)NC1CCCCC1)N(C(=O)Cc1cccs1)c1ccc(C(C)C)cc1 (stereo not drawn)	22*	-14	28	-19	-5	-30	13	-12	0.9
CC(=O)Nc1nc2ccccc2n1Cc1ccccc1	1.0	0	23	0	6	-11	0.7	-9	0.3
O=C(N/N=C/c1ccc(-c2cccc([N+](=O)[O-])c2)o1)c1ccc([N+](=O)[O-])cc1	-0.4	-8	19	-9	34	-10	1.9	-11	2.2
NC(=S)N/N=C\c1ccc(-c2cccc(Cl)c2Cl)o1	-2.0	-6	8	-18	15	-15	-0.5	-12	-0.8
Cc1cc2ncn(-c3ncnc4sc5c(c34)CCCC5)c2cc1C	-1.4	19	.	-6	16	-15	.	.	-0.5
CC#CCN1c2ccccc2[C@]23C[C@@H](C(=O)OC)N(C(=O)NC4CCCCC4)C2=NC(C(=O)OC)=C(C(=O)OC)[C@H]13	-1.0	.	4	-9	16	-17	0.0	-9	-0.8
CCC1=C(OC(=O)N(CC)CC)N2C(=O)OC(=NCC(=O)OC)[C@]2(Cc2ccccc2)[C@H]2C1=CC[C@H]1C(=O)NC(=O)[C@H]12	-0.3	.	14	-7	-5	-18	0.0	-8	-0.9
CCOC(=O)c1cc2c(ccc3nc(C)c(C)c32)[nH]c1C	-0.1	5	9	-17	-7	-12	5.4	0	0.9
CC(C)(C)NS(=O)(=O)c1ccc(NC(=O)Cc2ccccc2[N+](=O)[O-])cc1	1.4	4	-8	-3	13	-5	1.6	-1	2.5
NNC(=O)c1cc(C23CC4CC(CC(C4)C2)C3)[nH]n1	-0.4	-13	-8	-17	-13	-6	17*	2	0.9
O=C(Nc1ccc(S(=O)(=O)C(F)F)cc1)c1ccc2c(=O)n3c(nc2c1)CCC3	2.0	.	-2	-2	-11	-6	0.1	5	1.1
Clc1cccc(Cl)c1/C=N\Nc1nccs1	-0.2	-6	26	-9	-5	-6	0.6	-10	0.1
CCc1nnc(SCC(=O)Nc2ccc(N3CCOCC3)cc2)o1	-0.1	-4	10	-2	-1	9	0.2	-10	-0.1
COc1ccccc1CNC(=O)C1Cc2cc(S(=O)(=O)N3CCCC3)ccc2N1C(C)=O (stereo not drawn)	0.8	-4	8	-6	4	-6	1.0	-10	1.3
N=c1sccn1CC(=O)Nc1cc(S(=O)(=O)N2CCCC2)ccc1Cl	0.9	2	0	-3	-1	-15	0.5	-14	-0.1
Cc1[nH]c(=O)[nH]c(=O)c1NC(=O)CSc1ncccc1-c1nc2ccccc2[nH]1	-0.4	0	23	-2	.	-6	1.2	-19	0.6
COc1ccc(NC(=O)N(CCc2ccccc2)Cc2cc3c(C)cc(C)cc3[nH]c2=O)cc1	-2.5	2	-7	-2	-10	-23	-0.3	16	-1.4
O=[N+]([O-])c1cc(C(F)(F)F)ccc1NCCc1ccncc1	4.4	-3	-10	-17	11	-13	6.1	-18	7.9
COc1ccc(OC)c(C=Cc2ccc([N+](=O)[O-])cc2)c1	.	.	12	.	-1	.	0.6	4	.
Cn1nc(C(=O)NCc2ccc(F)cc2)c2ccccc2c1=O	-0.3	2	-7	-2	-4	-13	0.8	8	-0.1
Cc1ccc(SCC(=O)Nc2c(Br)cnn2C)cc1	3.2	-9	-15	-7	16	-13	5.0	2	6.5
NC(=O)c1ccsc1NC(=O)COC(=O)c1cnccn1	0.6	.	-23	-7	24	-4	0.4	12	0.7
O=C1NCC(=O)N(Cc2ccccc2)/C1=C/c1ccccc1	0.3	-6	18	-10	7	8	1.5	-2	0.7
Cc1c(O)ccc2c3c(c(=O)oc12)CCCC3	3.3	-7	0	-4	10	-6	1.9	9	2.6
CCOC(=O)c1ccc(NC(=O)CSc2nnc(-c3cccs3)n2C)cc1	-2.4	-8	1	-6	-10	-30	0.1	-4	-0.4
CCOCCCn1c(SCC(=O)Nc2ccc3[nH]c(=O)[nH]c3c2)nc2ccccc2c1=O	1.3	.	5	4	-5	-4	0.1	-9	-0.1
COc1ccc(OC)c(C2=Nn3c(nnc3-c3cc(OC)c(OC)c(OC)c3)SC2)c1	-0.2	-7	2	-5	25	-23	2.0	-4	0.4
CCCC1(C(=O)OCC)NC(c2ccco2)C2C(=O)N(C)C(=O)C21 (stereo not drawn)	1.5	-7	8	0	-7	-5	1.0	-8	1.1
Nc1nc(N)nc(-c2ccccc2-c2nc(N)nc(N)n2)n1	0.4	14	11	-5	-2	-10	0.8	-11	0.1
CCC(=O)Nc1c(C(=O)Nc2cccc(OC)c2)oc2ccccc12	-2.0	-21	8	-3	8	-20	0.7	-10	-1.4
ClC1(Cl)CC1Cn1c(C2CC2)nc2ccccc21 (stereo not drawn)	-0.8	4	32	1	17	-17	3.2	-19	-0.3
C[C@H](NC(=O)c1nc[nH]c1C(=O)NCc1ccc(CNC(=O)OC(C)(C)C)cc1)C(=O)OC(C)(C)C	-0.2	-12	-2	-13	47	-3	6.9	-8	4.1
COC(=O)C(C(C)C)N1CCc2c(C)nc3c(C#N)cnn3c21 (stereo not drawn)	-0.1	0	3	2	-14	-6	0.4	-13	-0.5
O=C1Cn2c(nc3ccccc32)N1c1ccccc1F	-0.4	-6	13	-12	-1	-1	0.2	-33	1.0
COc1ccc(NS(=O)(=O)c2ccc(C(=O)OC(C)C(=O)N3CCOCC3)cc2)cc1 (stereo not drawn)	2.8	2	-22	-10	-12	-10	2.7	-3	8.2
CCOC(=O)N1CCN(C(=O)c2ccc3nc(-c4ccccc4)c(-c4ccccc4)nc3c2)CC1	-2.2	-9	7	-5	-11	-3	0.4	-7	-0.5
N=c1c2c3c(sc2ncn1CCCN1CCOCC1)CCCCC3	0.0	10	23	-4	-1	-6	2.5	-5	0.1
CC(C)CC(c1nnnn1C1CCCC1)N1CCN(C(=O)c2ccco2)CC1 (stereo not drawn)	1.4	12	4	-9	4	-12	-0.1	6	0.9
COC(=O)CCCCC1SCC2NC(=O)NC21O (stereo not drawn)	-0.1	-3	16	1	-16	-8	0.8	-9	0.6
CN(C)S(=O)(=O)c1cccc(NC(=O)CN2C(=O)NC(CCc3ccccc3)C2=O)c1 (stereo not drawn)	0.6	-12	12	-3	-9	-6	0.6	-8	0.5
CC(=O)NC(Cc1ccccc1)C(=O)OCC(=O)c1ccc(Br)cc1 (stereo not drawn)	-0.9	-13	23	0	-2	-20	2.2	-12	0.4
O=C(COC(=O)c1ccc([N+](=O)[O-])o1)NC1CCCc2ccccc21 (stereo not drawn)	-0.1	.	15	-2	2	-8	0.3	-11	0.3
O=C(NC(=S)Nc1ccccc1N1CCCCC1)c1ccc(F)cc1Cl	-0.5	-20	4	-9	-32	-54	1.0	-17	0.7
CCn1c2ccccc2c2cc(NS(=O)(=O)c3ccccc3C)ccc21	-1.2	-23	23	-10	4	-23	0.5	-16	-1.1
CCOC(=O)c1ccc(NC(=O)CN(C)S(=O)(=O)c2ccc(OC)cc2)cc1	5.4	-2	13	-6	26	-17	10	-12	7.7
CCOC(=O)C1=C(C(=O)OCC)N(CC2CCCCC2)CCC1=O	.	.	14	.	-10	.	0.5	-15	.
Fc1ccc(-c2nc3c(-c4ccc(F)cc4)cnn3cc2CCN2CCOCC2)cc1	-0.2	-14	22	2	-18	-20	1.1	-11	-0.7
COCC(=O)Nc1ccc(S(=O)(=O)Nc2nccs2)cc1	1.7	-7	10	1	0	-4	1.4	-5	0.5
CC(=O)Nc1ccc(C=CC(=O)c2ccc([N+](=O)[O-])cc2)cc1	.	.	4	.	-10	.	0.9	-6	.

Reformatted: results already given
Every second line gives: OXTR ag	GPR7 antagonist	CHO-K1 Ca PAM	OXTR potentiate	TAAR1 antagonist	CHO parental Ca	M1 ag parental	CHO-K1 Ca antag	V1R ag counter
CC(=O)Nc1ccc(C=CC(=O)c2ccc([N+](=O)[O-])cc2)cc1
→ .	.	4	.	-10	.	0.9	-6	.
COC(=O)CCCCC1SCC2NC(=O)NC21O (stereo not drawn)
→ -0.1	-3	16	1	-16	-8	0.8	-9	0.6

Next part.
SMILES	OXTR ag	GPR7 antagonist	CHO-K1 Ca PAM	OXTR potentiate	TAAR1 antagonist	CHO parental Ca	M1 ag parental	CHO-K1 Ca antag	V1R ag counter
O=C(O)c1cccc([N+](=O)[O-])c1C(=O)Nc1cccc2ccccc12	0.8	-1	-23	-9	1	-10	-0.9	24*	0.4
O=C(NCc1ccco1)c1cccn2c(=O)c3sccc3nc12	-2.4	-3	3	0	-2	-21	1.2	-2	-1.3
O=c1[nH]c2ccccc2n2c(C(F)(F)F)nnc12	0.1	-14	4	-9	-8	-2	0.8	-9	0.2
O=C1C=C(c2ccccc2)CC(c2cccs2)C1n1cnc([N+](=O)[O-])c1 (stereo not drawn)	-0.3	-3	21	-7	-4	-17	2.1	-17	-0.2
CCn1nnc(-c2ccccc2NS(=O)(=O)c2ccc(C(=O)OC)cc2)n1	6.8	-5	8	-11	34	-1	8.2	-13	5.9
COc1ccc(Br)cc1CN1CCSCC1	-1.9	-20	10	-4	-10	0	-0.2	-4	-0.6
